Myeloid diff 2: compounds promoting myeloid differentiation | AID 624256 | ER-HoxA9 myeloid progenitors, lysozyme-GFP differentiation, flow cytometry | hit rate 1% among 360,000 | calls only at 10 µM;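 active means normalized GFP-positive differentiation at or above the plate's own cutoff, the solvent-only control mean plus 3 SD; inconclusive means no clear call, values can overlap the other calls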;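 further: cells exposed to compound for four days before flow analysis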
Hep lipid drop: hepatic lipid droplet formation modulation. AML12 mouse hepatocytes, oleate lipid droplets, BODIPY imaging. inhibition, % at 6.5 µM. hit rate 0.4% among 240,000. AID 1656;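 active means lipid droplet intensity inhibited by at least 50%, with more than 500 cells counted; inconclusive means wells with under 300 cells, treated as cytotoxic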
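material = mouse AML12 hepatocyte cell line, fixed after treatment | also added = 100 µM oleic acid challenge | doses = compound at 6.5 µM only | schedule = overnight exposure | technique = Image-based BODIPY and DAPI two-channel analysis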
T cell HTS: T cell immune modulation candidate; 2C CD8+ T cell-vesicle binding, flow cytometry; hits give low values; hit rate 0.068% among 330,000; AID 2052; calls only at 7 µM;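 active means response, share of CD8 T cells binding vesicles, and their 90th percentile fluorescence all below set limits, cut at about 80% in these data, passing the limit was not always enough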
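Benchmarks: naked versus QL9-loaded vesicles / Assay system: purified 2C TCR transgenic mouse naive CD8+ T cells / Technique: high-throughput flow cytometry with anti-B7-1 and anti-CD8 staining / Timing: Cell–vesicle co-incubation 1.5 h at 37 °C, staining 20 min on ice / Read-out: percent CD8+ FL2 mean versus row control / Probe or stimulus: QL9-loaded Drosophila micro-vesicles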
Insulin prom up: MIN6 insulin promoter up-regulation; hit rate 0.3% among 190,000; MIN6 insulin promoter-GFP reporter, high-content imaging; hits give high values; z-score at 5 µM;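 active means z-score above 3 at 5 µM with at least 500 cells counted in the well; inconclusive means wells under 500 cells, flagged as cytotoxic or low count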
WT yeast gro inh: growth inhibition of WT yeast, mitochondrial fusion screen; hit rate 2.1% among 190,000; inhibition, % at 10 µM; mitochondrial fusion phenotypic screen, WT strain; in the data active means inhibition above about 58%; tested in S. cerevisiae
MT stabilize HCS: microtubule stabilization, imaging screen; AID 2205; hit rate 0.83% among 200,000; % tubulin-high responders, % at 10 µM; HeLa tubulin immunostaining HCS, 24 h; share of cells brighter than vehicle mean+2SD;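 active means plate Z-score above 3 for both tubulin-high and condensed-nucleus cell shares, with cell loss under 80%, at 10 µM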;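 further: anti alpha tubulin signal scored within the nucleus-defined area of each cell; some results filed as inactive read as strong as hits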
bCat nuc transl: beta-catenin nuclear translocation modulation; HeLa beta-catenin nuclear translocation, immunofluorescence imaging; nuclear translocation activity, % at 5 µM; hit rate 0.3% among 190,000;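 active means nuclear translocation activity above 50% at 5 µM, with a well cell count of 50 or more; inconclusive means wells under 50 cells across six images, flagged as toxic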;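 further: per-cell ratio of nuclear to cytoplasmic median beta-catenin stain intensity; plate controls were DMSO negative control for no effect and GSK-3 inhibitor IX positive control for full effect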
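System: HeLa cells, endogenous beta-catenin; compound dosing: 5 µM primary single dose, 0.1% DMSO, 0.02–20 µM confirmation series; incubation: 24 h compound exposure at 37°C, 5% CO2; signal: beta-catenin immunofluorescence imaging with DAPI; evaluation: % activation, nuclear-to-cytoplasmic median beta-catenin signal ratio per cell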
West Nile antiviral: West Nile virus antiviral activity, cell-based, CPE readout (AID 1621) | West Nile virus-infected cells, CPE inhibition; higher % means a stronger effect | CPE inhibition, % at 10 µM, or IC50 in µM where a hit was titrated | hit rate 0.02% among 290,000; in the data active means a potency from the dose series; inconclusive means CPE inhibition mostly from about 3.7% at the one dose, without a potency; inactive means the rest, 99 in 100 with CPE inhibition below about 2.2%; further: strong numbers were not always called active
Autophagy mod: modulators of autophagy. MEF GFP-LC3 puncta imaging; test concentration mostly 10 µM. calls only at 10 µM (by protocol). hit rate 0.98% among 190,000. AID 463193;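 active means percentage of spot-positive cells more than 3 SD above its plate mean, without a fluorescence outlier flag or 80% toxicity; inconclusive means no clear call, values can overlap the other calls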;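 further: spot-positive cell cutoff set from DMSO-treated cells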
WT yeast gro inh mutant strain: further read-out of WT yeast gro inh, marked with its call; inhibition, %; mitochondrial fusion phenotypic screen, mutant strain inhibition
Insulin prom up cell count: further read-out of Insulin prom up, marked with its call; cell count; measured here: cytotoxicity, nuclei count;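 total cells summed across four imaged fields per well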
Hep lipid drop cells 6.5 µM: second read-out of Hep lipid drop, no call of its own (marks repeat the call); cell count; measured here: cell count, cytotoxicity flag;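 cells counted across two imaged fields per well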
bCat nuc transl cell count 5 µM: further read-out of bCat nuc transl, marked with its call; cell count; measured here: cell count, cytotoxicity flag
T cell HTS vesicle-bound %: also measured in T cell HTS; calls as there; double positive events, %; measured here: CD8+ vesicle-bound cell fraction;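 binding gate set so that unloaded-vesicle control wells show 10% double positive cells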
MT stabilize HCS Hoechst-high %: further read-out of MT stabilize HCS, marked with its call; % Hoechst-high responders; measured here: nuclear condensation Hoechst responders;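 share of cells brighter than vehicle mean plus two SD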
MT stabilize HCS cytotoxicity %: further read-out of MT stabilize HCS, marked with its call; toxicity, %; measured here: cytotoxicity by cell density;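 0% = mean cell density of plate MIN control wells and 100% = no cells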
Autophagy mod cell loss 18 h: also measured in Autophagy mod; calls as there; toxicity, %; measured here: cell loss, nuclei count;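 cell loss after 18 h compound exposure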
Myeloid diff 2 GFP+ MAC1+ %: second read-out of Myeloid diff 2, no call of its own (marks repeat the call); GFP+ MAC1+ double positive, %; measured here: differentiation confirmed by MAC1 staining
Active calls of the source: *; i = inactive; u = inconclusive; x = no result given; + = active, no number. Rows were taken by chance, and some 3.9% of all compounds hit somewhere here.

SMILES	Myeloid diff 2	Myeloid diff 2 GFP+ MAC1+ %	Hep lipid drop	Hep lipid drop cells 6.5 µM	T cell HTS	T cell HTS vesicle-bound %	Insulin prom up	Insulin prom up cell count	WT yeast gro inh	WT yeast gro inh mutant strain	MT stabilize HCS	MT stabilize HCS Hoechst-high %	MT stabilize HCS cytotoxicity %	bCat nuc transl	bCat nuc transl cell count 5 µM	West Nile antiviral	Autophagy mod	Autophagy mod cell loss 18 h
COC(=O)Nc1nc(-c2cc(Cl)ccc2Cl)cs1	i	0.5	-1	666	i	40	-0.43	1518	18	7	4.2	2.6	13	-6.8	1077	0.2%	i	-2
CCCCn1c(SCC(=O)Nc2nnc(CC)s2)nc2c1c(=O)n(C)c(=O)n2C	i	2.8	x	x	i	12	0.45	1554	4	12	2.8	1.7	11	-8.3	1006	-0.2%	i	5
COC(=O)c1ccc(C2C(C#N)=C(C)NC3=C2C(=O)CC(C)(C)C3)cc1 (stereo not drawn)	i	1.1	x	x	i	21	0.86	1505	-12	18	3.3	2.4	19	3.3	1409	-0.5%	i	-7
Nc1nc2c(Cl)cc(Cl)cc2s1	i	0.8	-13	715	i	33	x	x	13	33	7.7	1.4	13	0.4	987	1.1%	i	9
CCOC(=O)CON1C(=O)C(=O)N(OCC(=O)OCC)C2CCCCC21 (stereo not drawn)	i	0.4	12	715	i	49	0.53	1378	9	-3	1.4	0.6	7.8	-1.5	1004	-0.6%	i	1
O=C(NCCCN1CCOCC1)c1ccc(-c2ccc(Cl)cc2)o1	i	0.2	-13	688	i	51	x	x	-3	-15	4.3	2.5	14	-1.0	1457	-0.3%	i	-11
COCCNC(=S)NCCCNc1nc2cc3c(cc2cc1C#N)OCO3	i	1.6	-9	637	i	61	0.54	1858	10	0	1.1	0.8	4.2	x	x	0.0%	i	1
Cc1ccc(S(=O)(=O)Nc2ccc3c(c2)n(C)c(=O)n3C)c(C)c1	x	x	-1	723	i	61	1	1503	5	7	2.6	2.2	1.1	0.8	1075	-0.9%	i	19
Cc1cccc(COc2ccc(/C=C3/C(=O)N(C)C(=S)N3C)cc2)c1	i	0.5	-2	755	i	54	x	x	x	x	x	x	x	x	x	-1.8%	x	x
CCC(=O)N/C(N)=N/c1nc2ccccc2o1	i	0.6	5	728	i	58	-0.27	1313	x	x	x	x	x	-2.0	1195	0.1%	x	x
CN(C)S(=O)(=O)c1ccc(Cl)c(NC(=O)CN2CCC(Cc3ccccc3)CC2)c1	i	0.7	-27	618	i	3	-0.19	1197	31	16	1.2	1.8	8.7	-0.3	1102	-0.3%	i	-3
Cc1ccc(OCCn2c(=S)[nH]c3ccccc32)c(C(C)C)c1	i	1.4	-1	784	i	14	x	x	x	x	x	x	x	x	x	0.7%	x	x
Cn1c(=O)n(C)c2cc(/C=C3/SC(=O)N(CC(=O)N4CCOCC4)C3=O)ccc21	i	0.4	-40	797	i	9	-0.36	1211	-4	-15	5.0	1.3	6.0	-0.6	603	-0.7%	i	14
CCC(Sc1nncn1C)C(=O)Nc1nnc(-c2ccccc2Cl)s1 (stereo not drawn)	i	2.0	-10	699	i	43	-0.46	1957	9	3	2.4	2.5	2.7	-0.2	1068	-0.3%	i	7
O=C(Nc1cccc2nsnc12)c1ccc(-c2ccc(Br)cc2)o1	i	0.0	x	x	i	0	0.45	1567	16	-2	2.1	1.7	3.8	11	1343	x	i	11
Cc1cccc(N(CC(=O)NCCC2=CCCCC2)S(C)(=O)=O)c1C	i	0.5	-2	782	i	21	0.01	957	14	8	3.6	2.6	11	-2.3	1208	0.2%	i	-10
CCC1(C(=O)OC)CCc2c(cc(OC)c3ccccc23)C1=O (stereo not drawn)	i	0.8	-13	740	i	48	0.06	1155	x	x	x	x	x	-0.3	1338	-0.2%	x	x
N#CCSc1nnc(COc2cccc3ccccc23)n1-c1cccc(Cl)c1	i	0.8	x	x	i	10	0.25	983	24	9	2.2	1.0	3.6	-1.6	1186	-0.7%	i	2
COc1ccc(-n2nc3c(c2NC(=O)c2ccc(Br)cc2)CS(=O)C3)cc1 (stereo not drawn)	i	2.7	x	x	i	36	0.59	873	3	-6	1.8	2.9	5.5	x	x	0.2%	i	-1
Cc1cc(N)n2ncc(-c3ccc(F)cc3)c2n1	i	1.5	10	811	i	67	x	x	10	13	1.1	1.6	5.7	-0.8	1189	0.3%	i	-5
O=C(COc1ccccc1)N(Cc1ccccc1)c1nc(-c2ccccc2)cs1	i	1.3	x	x	i	28	-0.13	1396	-11	5	2.3	1.8	4.1	-3.7	1009	0.4%	i	1
O=C(CN(C(=O)CCC(=O)Nc1nccs1)c1ccc(F)cc1)NCC1CCCO1 (stereo not drawn)	i	0.6	x	x	i	36	0.36	903	-10	4	1.9	2.4	9.4	-6.6	1059	-0.1%	i	-2
C=CCNC(=O)CNS(=O)(=O)c1ccc(F)cc1	i	6.6	0	621	i	22	0.28	952	-6	3	4.2	1.9	4.5	1.5	926	-0.4%	i	6
CCCCn1c(SCC(N)=O)nnc1-c1cc(OC)c(OC)c(OC)c1	x	x	10	777	x	x	0.4	828	19	12	6.0	4.6	5.7	-5.2	1154	2.9%	i	22
COc1ccc(CNc2c(C(=O)O)cnc3c2cnn3C)cc1	i	0.5	13	670	i	56	0.18	1171	-16	4	6.6	2.1	7.4	2.8	1130	0.1%	i	7
Fc1ccccc1-c1nc(NCCCN2CCOCC2)c2ccccc2n1	i	0.9	8	739	i	44	-0.35	1125	-2	-22	3.3	2.4	6.7	-3.5	581	-0.1%	i	-11
CCOc1ccccc1C(=O)Nc1cc2c(cc1N1CCCC1)n(CC)c(=O)n2CC	u	x	0	684	i	27	x	x	x	x	x	x	x	x	x	0.2%	x	x
COc1ccc(N2CC(C(=O)N/N=C/c3cc([N+](=O)[O-])ccc3O)CC2=O)cc1 (stereo not drawn)	i	0.3	3	682	i	50	-0.58	1179	-22	-4	1.7	2.3	5.9	-0.7	1095	-0.4%	i	6
COC(=O)c1ccc(-n2nc(C(F)(F)F)c3c2-c2ccoc2CC3)cc1	i	0.5	-1	734	i	41	x	x	8	6	2.7	2.0	1.8	-0.1	561	0.9%	i	-2
COC(=O)c1ccc(-c2ccc(/C=N/NC(=O)CC3(C)OCCCO3)o2)cc1	i	0.7	0	728	i	23	x	x	-1	-13	1.3	1.7	1.3	-0.1	1539	0.1%	i	1

Molecules listed so far that contain a cyano group, in the order listed:
SMILES	Myeloid diff 2	Myeloid diff 2 GFP+ MAC1+ %	Hep lipid drop	Hep lipid drop cells 6.5 µM	T cell HTS	T cell HTS vesicle-bound %	Insulin prom up	Insulin prom up cell count	WT yeast gro inh	WT yeast gro inh mutant strain	MT stabilize HCS	MT stabilize HCS Hoechst-high %	MT stabilize HCS cytotoxicity %	bCat nuc transl	bCat nuc transl cell count 5 µM	West Nile antiviral	Autophagy mod	Autophagy mod cell loss 18 h
COC(=O)c1ccc(C2C(C#N)=C(C)NC3=C2C(=O)CC(C)(C)C3)cc1 (stereo not drawn)	i	1.1	x	x	i	21	0.86	1505	-12	18	3.3	2.4	19	3.3	1409	-0.5%	i	-7
COCCNC(=S)NCCCNc1nc2cc3c(cc2cc1C#N)OCO3	i	1.6	-9	637	i	61	0.54	1858	10	0	1.1	0.8	4.2	x	x	0.0%	i	1
N#CCSc1nnc(COc2cccc3ccccc23)n1-c1cccc(Cl)c1	i	0.8	x	x	i	10	0.25	983	24	9	2.2	1.0	3.6	-1.6	1186	-0.7%	i	2

Next part.
SMILES	Myeloid diff 2	Myeloid diff 2 GFP+ MAC1+ %	Hep lipid drop	Hep lipid drop cells 6.5 µM	T cell HTS	T cell HTS vesicle-bound %	Insulin prom up	Insulin prom up cell count	WT yeast gro inh	WT yeast gro inh mutant strain	MT stabilize HCS	MT stabilize HCS Hoechst-high %	MT stabilize HCS cytotoxicity %	bCat nuc transl	bCat nuc transl cell count 5 µM	West Nile antiviral	Autophagy mod	Autophagy mod cell loss 18 h
COc1cc(/C=C/C(=O)OCC(=O)Nc2c(C)n(C)n(-c3ccccc3)c2=O)ccc1OCC#N	i	0.1	18	691	i	45	-0.22	1316	-4	-13	2.8	2.1	6.3	-2.2	1093	0.3%	i	8
COc1ccc(/C=C/C(=O)NC(=S)NCCc2ccc(OC)c(OC)c2)cc1	i	0.4	x	x	i	25	-2	1536	-21	-25	4.5	1.8	5.4	-0.9	1306	0.1%	i	18
C/C(=N\Nc1c([N+](=O)[O-])c(C)nn1C)c1ccc(F)cc1F	i	0.1	25	746	i	12	-0.55	1154	9	-5	x	x	x	0.0	1078	-0.4%	i	-23
COc1cccc(C2CC(c3ccc(NS(C)(=O)=O)cc3)=NN2C(=O)c2ccccc2)c1OC (stereo not drawn)	i	0.1	8	714	i	58	x	x	10	0	4.0	1.2	0.2	0.3	1077	-0.3%	i	-26
N#Cc1cc(-c2ccc(Cl)cc2)cnc1Sc1ccc(F)cc1	i	5.9	x	x	i	28	x	x	1	17	2.0	2.4	6.7	x	x	13%	i	20
COc1ccc(-c2[nH]ncc2CN(C)CCCN2CCOCC2)cc1F	i	0.2	-35	671	i	58	0.18	1485	5	11	1.9	0.9	1.3	-0.8	940	0.1%	i	-33
O=C(/C=C/c1ccc2ccccc2n1)c1cc(Br)ccc1O	+	2.5*	-4	659	i	32	4.4*	1314*	x	x	x	x	x	-0.7	1317	-0.7%	x	x
CC(NC(=O)c1ccccc1)c1nnc(SCc2nc3ccccc3c(=O)[nH]2)n1C (stereo not drawn)	i	0.4	25	683	i	45	0.02	1601	-4	6	1.7	1.3	6.3	-3.6	1126	0.1%	i	12
COc1cc(/C=C/c2ccc3cccc(O)c3n2)cc(Br)c1OC	u	x	0	854	i	58	x	x	x	x	x	x	x	x	x	2.0%	x	x

Screens (PubChem BioAssay)
